# Screening results (PubChem BioAssay)
# PAD4 FP inh = inhibitors of human PAD4. Q9UM07. recombinant PAD4, RCA probe fluorescence polarization. inhibition, % at 6.36 µM. hit rate 0.41% among 330,000. AID 485272;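 active means percent inhibition above a cutoff equal to the mean of all tested compounds plus 3 SD, cut at about 15% in these data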;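 further: 0% = PAD4 with RCA probe and DMSO and 100% = probe without PAD4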
# Bcl-xL primary = Bcl-xL (human) inhibition; inhibition, % at 10.9 µM; GST-Bcl-xL / FITC-Bim BH3 peptide fluorescence polarization; hit rate 0.7% among 320,000; AID 2129; Q07817;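 active means inhibition above the mean of all tested compounds plus 3 SD, cutoff set per campaign, cut at about 30% in these data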;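 further: 0% = DMSO wells and 100% = unlabeled Bim-BH3 peptide competitor; inhibitors lower millipolarization by displacing the labeled peptide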
# Target sequence (Q07817 whole entry, looked up): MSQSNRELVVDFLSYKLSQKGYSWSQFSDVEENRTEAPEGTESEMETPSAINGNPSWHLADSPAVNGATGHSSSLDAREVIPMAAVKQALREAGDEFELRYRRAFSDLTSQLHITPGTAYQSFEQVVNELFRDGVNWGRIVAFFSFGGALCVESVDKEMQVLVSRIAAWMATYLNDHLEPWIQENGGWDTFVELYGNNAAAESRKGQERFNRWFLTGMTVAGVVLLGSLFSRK
# MEX-5 binding = C. elegans MEX-5 TCR-2 RNA binding activity; hit rate 0.38% among 300,000; MEX-5/FITC-TCR2 RNA binding, fluorescence polarization; hits give low values; activity score (negative = inhibition of binding), % at 10 µM; Q9XUB2;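 active means inhibition past about -25% in most replicates, and total fluorescence under double the plate's negative control median, limit read from the data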;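 further: 0% = DMSO and -100% = 5 µM competing unlabeled TCR2 RNA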
# GLD-1 TGE inh = GLD-1-TGE RNA interaction inhibition (C. elegans); purified GLD-1 + fluorescein TGE RNA, fluorescence polarization; inhibition, % at 5.96 µM; hit rate 0.44% among 320,000; AID 2280;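 active means percent inhibition above a per-plate cutoff, the plate mean of test compounds plus 3 SD, cut at about 30% in these data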;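 further: 0% = DMSO wells with GLD-1 and probe and 100% = wells lacking GLD-1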
# Target sequence (Q17339 whole entry, looked up): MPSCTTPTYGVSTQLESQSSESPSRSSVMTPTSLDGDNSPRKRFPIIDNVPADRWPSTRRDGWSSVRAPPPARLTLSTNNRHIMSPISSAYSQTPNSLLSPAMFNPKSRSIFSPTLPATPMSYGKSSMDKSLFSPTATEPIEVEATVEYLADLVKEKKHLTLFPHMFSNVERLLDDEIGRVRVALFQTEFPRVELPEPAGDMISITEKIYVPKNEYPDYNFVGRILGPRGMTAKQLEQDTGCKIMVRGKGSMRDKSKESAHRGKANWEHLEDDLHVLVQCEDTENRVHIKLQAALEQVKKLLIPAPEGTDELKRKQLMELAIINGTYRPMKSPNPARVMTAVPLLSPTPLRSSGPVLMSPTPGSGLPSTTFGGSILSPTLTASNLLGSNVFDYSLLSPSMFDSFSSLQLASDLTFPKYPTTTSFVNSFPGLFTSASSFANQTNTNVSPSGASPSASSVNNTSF
# Fam108B counter = blocks mouse Fam108B hydrolase in RBBP9 counter-screen. recombinant Fam108B, FP-Rh probe fluorescence polarization. hit rate 0.33% among 300,000. inhibition, % at 9.51 µM;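 active means inhibition above the screen mean inhibition plus 3 SD, computed separately per campaign, cut at about 18% in these data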;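 further: inhibitors lower polarization as less probe binds the enzyme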
# PME-1 primary = blocks human protein phosphatase methylesterase 1; Q9Y570; recombinant PME-1, FP-Rh probe fluorescence polarization; inhibition, % at 5.9 µM; hit rate 0.53% among 320,000; AID 2130;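 active means inhibition above the campaign mean of all compounds plus 3 SD, cut at about 26% in these data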;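 further: competitive labeling of PME-1 active site by serine hydrolase directed probe; 0% = PME-1 with DMSO and 100% = wells lacking PME-1 enzyme; inhibitors block probe labeling so polarization falls and inhibition rises; many of its hits are not listed in these tables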
# Target sequence (Q9Y570 whole entry, looked up): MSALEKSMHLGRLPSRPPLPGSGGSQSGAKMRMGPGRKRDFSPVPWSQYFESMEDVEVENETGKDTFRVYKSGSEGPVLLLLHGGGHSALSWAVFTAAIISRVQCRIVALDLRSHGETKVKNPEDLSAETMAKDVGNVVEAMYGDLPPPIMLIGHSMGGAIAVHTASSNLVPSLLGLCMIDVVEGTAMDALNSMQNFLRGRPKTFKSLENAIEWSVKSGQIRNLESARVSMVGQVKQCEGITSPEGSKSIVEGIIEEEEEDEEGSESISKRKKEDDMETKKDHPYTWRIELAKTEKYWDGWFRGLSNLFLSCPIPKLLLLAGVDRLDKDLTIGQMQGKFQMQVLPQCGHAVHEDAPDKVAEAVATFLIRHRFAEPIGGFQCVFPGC
# MCL1 BIM primary = MCL1-BIM-BH3 interaction inhibition (human) | GST-MCL1 / FITC-Bim-BH3 fluorescence polarization | AID 2057 | Q07820 | inhibition, % at 10.9 µM | hit rate 0.68% among 320,000;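 active means inhibition above the mean inhibition of all tested compounds plus 3 SD, set per campaign, cut at about 40% in these data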;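 further: 0% = DMSO wells and 100% = unlabeled Bim-BH3 peptide control; higher means more loss of mP so more displacement of Bim peptide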
# GSTO1 inh = GSTO1 inhibition, counter-screen for RBBP9 inhibitors; recombinant GSTO1, activity-based probe fluorescence polarization; inhibition, % at 5.96 µM; hit rate 1.1% among 300,000; AID 1974;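 active means inhibition above the campaign mean inhibition plus 3 SD, cut at about 35% in these data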;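 further: 0% = GSTO1-1 with DMSO and 100% = wells lacking GSTO1-1 enzyme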
# TPT1 inh = inhibitors of Candida albicans tRNA 2'-phosphotransferase TPT1 | recombinant caTPT1, FP RNA substrate dephosphorylation | inhibition, % at 5 µM | hit rate 0.81% among 300,000;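 active means inhibition above the mean of all tested compounds plus 3 SD, set per screening campaign, cut at about 24% in these data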;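 further: plate controls were DMSO alone for no effect and ferristatin control at 100 nM for full effect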
# Numbers without * were called inactive; x = not tested or not shown. Some of the compounds tested (hit frequency here may not be typical).
# Each structure is followed by: PAD4 FP inh, Bcl-xL primary, MEX-5 binding, GLD-1 TGE inh, Fam108B counter, PME-1 primary, MCL1 BIM primary, GSTO1 inh, TPT1 inh
CC(C)C1Cc2[nH]c(=O)c(C(=O)O)cc2CO1 (stereo not drawn)
    -5, 3, -0.3, -3, -2, 1, 2, -3, -1
Cc1cc(O)ccc1NC1=CC(=O)CC(C)(C)C1
    -8, 8, 0.0, 2, 3, 0, 6, 9, 4
O=C(Cc1ccccc1F)Nc1nc2ccccc2[nH]1
    0, -1, -3.6, 2, -2, 7, -8, 2, 4
Cc1ccc(C)c(S(=O)(=O)Nc2ccc(C(=O)NCC(c3ccco3)N3CCCCC3)cc2)c1 (stereo not drawn)
    -2, 5, -0.1, 8, 4, 8, -5, 0, -4
Cc1ccccc1CSc1nnc(NC(=O)C2COc3ccccc3O2)s1 (stereo not drawn)
    -7, 6, 1.7, -1, 0, -2, 9, -14, -2
O=S1(=O)N=C2CCCN2C(c2ccc(F)cc2)N1 (stereo not drawn)
    -5, -3, 2.0, -2, -3, 1, -3, -3, -1
CN(Cc1ccccc1)C(=S)NC(=O)c1cccs1
    -3, 7, 2.0, -3, -2, 1, -1, 6, -3
CC(=O)C[C@@H](O)CC(=O)[C@H]1OC(=O)CC/C=C\Cc2ccccc21
    1, 2, x, -4, x, 2, 3, x, x
COc1cc(C(=O)OCC(=O)Nc2sccc2C(N)=O)cc(OC)c1OC
    0, 2, 1.0, 6, 4, -1, 3, 8, 1
COc1cccc(CNC(=O)CCn2ccc3cc(S(=O)(=O)N4CCC(C)CC4)ccc32)c1
    4, 4, -0.6, 6, 12, 2, 4, -3, -3
COc1cccc(OC)c1C(=O)Nc1ccc(N2CCN(C(=O)c3ccco3)CC2)cc1
    -5, 2, -0.4, 3, 2, 11, -7, 7, -2
CS(=O)(=O)N(CC(=O)NCc1ccccc1)c1ccc(Cl)cc1
    -4, 5, 0.1, -2, -7, 4, 6, 8, -1
COC(=O)c1ccc(NC(=O)c2ccccc2NS(=O)(=O)c2ccccc2)cc1
    -2, 0, -3.2, 2, 7, 4, -3, -73, -4
O=C1CN(C(=O)COC(=O)CCCOc2ccccc2)c2ccccc2N1
    0, 2, 2.3, -1, 0, 12, 1, 8, 4
COc1ccc(N2C(=O)C3C(C2=O)C3(c2ccccc2)c2ccccc2)cc1 (stereo not drawn)
    -6, 2, -0.1, 15, -5, 2, 7, 6, 1
CCN(CC(=O)NC1CCS(=O)(=O)C1)C(=O)C(c1ccccc1)c1ccccc1 (stereo not drawn)
    1, -1, -1.5, 2, 2, -1, -7, 4, 1
N#CC1=C(N)N2C(=C(C#N)C13CCN(Cc1ccccc1)CC3)Nc1ccccc12
    -1, 9, 0.0, -4, 3, 2, 5, -6, 6
Cc1ccc(-c2cc(-c3ccc(C)o3)nc(N)c2C#N)cc1
    -1, 32*, -2.1, 39*, 1, 0, 45*, 8, 11
Cc1ncc(CN2CCC(C(=O)Nc3cccc(-c4cscn4)c3)CC2)cn1
    3, -2, 0.7, 2, 3, 1, -3, 11, 2
CCOC(=O)C1=C(N)Oc2cc(O)ccc2C1c1ccc(F)cc1F (stereo not drawn)
    -2, 4, 0.4, 3, -4, 0, 4, 1, 0
CCCc1cc(=O)oc2cc(C)cc(OCC(=O)N3CCC(C(N)=O)CC3)c12
    2, 2, 2.7, 3, 1, 4, 3, 5, -1
CCOc1ccccc1NC(=O)Nc1ccsc1C(=O)OC
    -4, 0, 1.1, -2, 1, 6, -4, 2, 0
O=C(Nc1nncs1)c1cc(-c2ccncc2)nc2ccc(Cl)cc12
    -1, 0, -1.4, 1, 1, 6, -1, -8, -4
CN(CC(=O)NCc1ccc(F)cc1)S(=O)(=O)c1ccc2c(c1)c(=O)n(C)c(=O)n2C
    -4, 2, -0.1, 3, 3, -5, -3, 3, 1
CN(CCC1CCOCC1)C(=O)CC1C(=O)NCCN1Cc1c(F)cccc1Cl (stereo not drawn)
    -1, 10, 1.5, 6, 5, -3, 5, 8, -2
CC(C)Nc1nc(NC(C)C)nc(Oc2ccc(=O)n(C)n2)n1
    -1, 8, 2.4, 5, -4, 0, 5, -5, -4
CC1CCN(C(=O)c2[nH]cnc2C(=O)N[C@H](C)c2ccccc2)CC1
    -1, -5, x, -7, x, 3, 1, x, x
Cc1cccc(C)c1NC(=O)CNC(=O)C1CC(=O)N(Cc2ccccc2)C1 (stereo not drawn)
    5, 6, 0.8, 5, 2, 2, 5, 1, 1
CCN(Cc1ccccc1)C(=O)COC(=O)c1c(C)nsc1NC
    -3, 1, x, 1, x, -2, -6, x, x
CCOC(=O)c1nnc(-c2ccccc2)nc1Oc1ccccc1Cl
    -2, 3, -1.2, -3, -2, -2, 1, -1, 0
CCn1c(SCCC#N)nnc1-c1ccncc1
    -3, 3, -0.8, -6, 1, 2, 4, 3, 0
CCOC(=O)N1CCN(Cc2nc3cc(NC(C)=O)ccc3n2C)CC1
    -3, -1, 2.7, -1, 0, -4, -1, 5, 2
Cc1ccc2sc(NNC(=O)C3=COCCO3)nc2c1C
    -1, -2, -12, 2, 5, -3, 2, -3, -3
COc1cccc(OCCCCN2CCCCC2)c1
    -6, -2, 0.6, 2, 0, -3, -10, 2, 1
CCOC(=O)c1cnc(Nc2nc3ccccc3o2)nc1C
    -3, -5, x, 5, 0, -4, -4, 2, 0
Cc1ccc(OCCCCn2c(CO)nc3ccccc32)cc1
    -2, 4, 1.0, 3, 10, -1, -6, 9, -3
CCOC(=O)C(=O)Nc1nc(-c2ccccc2)c(CC)s1
    3, 6, 1.4, 6, 1, -8, -2, 6, -1
O=C(Nc1cccc(Cl)c1)Nc1nc(-c2ccccc2)cs1
    1, 1, 0.8, -5, 6, 17, 0, 3, 4
Cc1ccccc1-n1nc(-c2cccnc2)cc1C(=O)N/N=C/c1ccncc1
    -3, 7, -1.9, 1, 2, -3, 5, 9, 3
Cc1ccc(Cn2c(CN3CCOCC3)nc3c2c(=O)[nH]c(=O)n3C)cc1
    2, -3, -1.7, 3, 0, 3, -3, 2, -3

# Compound profiles, as listed above:
# CCCc1cc(=O)oc2cc(C)cc(OCC(=O)N3CCC(C(N)=O)CC3)c12 is listed as PAD4 FP inh = 2; Bcl-xL primary = 2; MEX-5 binding = 2.7; GLD-1 TGE inh = 3; Fam108B counter = 1; PME-1 primary = 4; MCL1 BIM primary = 3; GSTO1 inh = 5; TPT1 inh = -1
# CC1CCN(C(=O)c2[nH]cnc2C(=O)N[C@H](C)c2ccccc2)CC1 is listed as PAD4 FP inh = -1; Bcl-xL primary = -5; MEX-5 binding = x; GLD-1 TGE inh = -7; Fam108B counter = x; PME-1 primary = 3; MCL1 BIM primary = 1; GSTO1 inh = x; TPT1 inh = x

# The listing continues:
# Each structure is followed by: PAD4 FP inh, Bcl-xL primary, MEX-5 binding, GLD-1 TGE inh, Fam108B counter, PME-1 primary, MCL1 BIM primary, GSTO1 inh, TPT1 inh
Cc1ccc(C(=O)NCC2CCCN2S(=O)(=O)c2cccs2)cc1C (stereo not drawn)
    -1, -2, -3.1, 5, 5, -4, -2, 3, 1
COc1cc(/C=N/NC(=O)C2=NNC(=O)C2C)ccc1O (stereo not drawn)
    -3, 8, -18, 4, 4, 0, 3, 12, -2
O=C(NCCCNC(=O)c1c(F)cccc1F)c1c(F)cccc1F
    0, 1, 1.3, 2, 4, -4, 4, 2, 2
O=C(Nc1cccc(F)c1)c1cc(S(=O)(=O)N2CCC(C(=O)O)CC2)ccc1F
    1, 0, 1.1, 2, 2, 1, 2, 2, 2
O=C(Nc1ccccc1C(=O)NC(Cc1ccccc1)C(=O)NC1CCCCC1)c1ccccc1 (stereo not drawn)
    2, 2, 0.3, 6, -8, -6, 4, -1, 1
Cc1ccc(OCc2cc(C(=O)NCCn3cccn3)no2)cc1C
    -1, 4, x, 7, -4, -3, 2, -6, 0
COC(=O)/C(=C/c1ccco1)NC(=O)c1ccccc1
    1, 1, -0.6, -1, 0, 1, 5, -1, 0
COc1cccc(NC(=O)Cc2nc(-c3ccccc3)sc2-c2ccc(C)cc2)c1
    0, -3, 4.2, 3, -26, -34, -2, 2, -4
COc1ccc(CNC(=O)C2CC(c3ccccc3[N+](=O)[O-])=NO2)cc1 (stereo not drawn)
    -5, 3, 3.9, 0, 2, 5, 12, 1, -2
O=C(CSc1ccccc1)NN1C(=O)c2ccccc2C1=O
    -6, -2, 3.3, 3, 0, -9, -6, 14, 2

# Next section, overlapping the part above by four compounds.
# Each structure is followed by: PAD4 FP inh, Bcl-xL primary, MEX-5 binding, GLD-1 TGE inh, Fam108B counter, PME-1 primary, MCL1 BIM primary, GSTO1 inh, TPT1 inh
COC(=O)/C(=C/c1ccco1)NC(=O)c1ccccc1
    1, 1, -0.6, -1, 0, 1, 5, -1, 0
COc1cccc(NC(=O)Cc2nc(-c3ccccc3)sc2-c2ccc(C)cc2)c1
    0, -3, 4.2, 3, -26, -34, -2, 2, -4
COc1ccc(CNC(=O)C2CC(c3ccccc3[N+](=O)[O-])=NO2)cc1 (stereo not drawn)
    -5, 3, 3.9, 0, 2, 5, 12, 1, -2
O=C(CSc1ccccc1)NN1C(=O)c2ccccc2C1=O
    -6, -2, 3.3, 3, 0, -9, -6, 14, 2
COc1ccc(-c2nc(CS(=O)CC(=O)NCC3CCCO3)c(C)o2)cc1 (stereo not drawn)
    1, -6, 1.2, -5, -6, -1, -9, -4, 1
COc1ccc(NC(=O)C2CCCN(S(=O)(=O)c3ccc4[nH]c(=O)ccc4c3)C2)cc1OC (stereo not drawn)
    4, -2, -5.3, 7, 7, 11, -2, -46, 4
COc1ccc(Br)cc1CNC(=O)C1CCCN(c2nc3ccccc3o2)C1 (stereo not drawn)
    0, -8, 0.7, 3, 1, 2, 0, 1, 1
O=C(COC(=O)/C=C/c1nc2ccccc2s1)Nc1cccc2ccccc12
    -1, -2, 1.1, 4, 8, -8, -8, -2, -2
Cc1cccc(-n2c(SCC(=O)O)nc3sc4c(c3c2=O)CCCC4)c1
    1, -3, -0.6, 7, -3, 4, 5, -39, 7
CCS(=O)(=O)N(CC(=O)Nc1cccc2ccccc12)c1ccc(OC)cc1
    2, 0, x, 0, x, 6, 4, x, x
Cc1[nH]c2ccccc2c1CCN(Cc1cccs1)C(=S)NC(C)(C)C
    -4, 4, 2.6, 6, -1, 2, 8, 9, 0
CCCCC(C(=O)NC(C)(C)C)N(Cc1ccco1)C(=O)c1snc(C(N)=O)c1N (stereo not drawn)
    0, -2, -1.4, 3, 3, -4, 0, 3, -1
CC(C)NC(=S)N(CCc1ccncc1)C(C)C
    -6, 0, -0.1, 3, -3, -1, -1, 13, -4
CCOc1ccc2oc(C(=O)OCC(=O)NC(=O)NC3CCCC3)c(C)c2c1
    1, 7, -4.2, -2, -6, -4, 2, -4, -3
O=C(O)COc1ccccc1O
    -1, 6, 1.4, -4, -4, 6, 7, -2, -3
COC(=O)c1ccc(COC(=O)c2[nH]c(C)c(C(C)=O)c2C)o1
    -1, 9, 1.3, 1, 4, 5, 5, -1, 0
CCCCC1C2=C(CC(C)(C)CC2=O)OC2=C1C(=O)CC(C)(C)C2
    1, 3, -2.1, 1, 1, -9, 4, 3, 2
C=CCNc1nc(Cl)nc(Nc2ccc([N+](=O)[O-])cc2)n1
    -5, 0, -0.7, -3, -10, -15, -4, -2, 0
